Compound activity as filed in PubChem BioAssay.
SR-BI DiI-HDL act = enhances SR-BI lipid uptake from DiI-HDL. CHO ldlA[mSR-BI] cells, DiI-HDL uptake fluorescence, 3 h; 100 = double the neutral-control signal. activation, % at 12.5 µM. 320,000 compounds, 0.096% hits;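 active = mean replicate activation of at least 60% and every replicate at or above 60%; inconclusive = mean or all-replicate condition met, but not both; inactive = mean below 60% and not all replicates reaching 60%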;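 also: 0% = median plate neutral-control signal and 100% = twice that signal; values of inactives mirror those of a sister screen read the other way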
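Test system: SR-BI-overexpressing, LDLR-lacking CHO cells; Medium: Ham's F12 with 0.5% BSA, HEPES 25 mM, pH 7.4; Schedule: 3 h, 37 °C; Technique: bottom-read fluorescence, 550/595 nm.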
Rtt109 HAT inh = inhibitors of Candida albicans Rtt109/Vps75 histone acetyltransferase | Q5AAJ8 | purified Rtt109/Vps75, ThioGlo CoA-SH fluorescence, 4 h | inhibition, % at 34.9 µM | 330,000 compounds, 0.16% hits;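 active = inhibition of at least 50% in every replicate; inconclusive = best replicate reaches 50% inhibition but some replicates fall short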
LANA DNA inh = blocks KSHV LANA C-terminal domain binding to DNA | MBP-C-LANA/FAM-LBS DNA binding, fluorescence polarization | inhibition, % at 9 µM | 340,000 compounds, 0.078% hits;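 active = highest replicate inhibition at or above 60% at 9 µM, even if other replicates fall short; inactive = all replicates below 60% inhibition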;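 also: 0% = neutral control wells and 100% = 4 µM acridine orange control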
Cardiac RTF inh = cardiac RTF calcium desensitization; P19429+P45379; 340,000 compounds, 0.12% hits; IANBD-labeled cardiac RTF, Ca2+ fluorescence; inhibition, % at 7.15 µM;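 active = inhibition above the mean inhibition of all tested compounds plus 3 SD, cut at about 17% in these data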;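 also: assay run at fixed EC70 calcium of 1.6 mM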
CAL PDZ FP-1 = human CAL PDZ-peptide interaction inhibition | Q9HD26 | purified CAL PDZ, TMR-peptide fluorescence polarization, 1 h | inhibition, % at 20 µM | 330,000 compounds, 0.02% hits | AID 504414;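 active = highest replicate inhibition of at least 40%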;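 also: plate controls were DMSO neutral control wells for no effect and unlabeled competitor peptide control wells for full effect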
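Test system: tagged CAL PDZ domain / Buffer or medium: sodium phosphate/NaCl buffer pH 7.4 with TCEP, IgG, Thesit / Reagent: TMR-labelled reporter peptide T*-PRC34 bound in PDZ groove / Compound dosing: single point, 20 µM / Schedule: 1 h incubation at room temperature before polarization reading / Technique: fluorescence polarization (mP) / Benchmarks: unlabelled peptide, DMSO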
DAGLB inhibitor = blocks human DAGLB lipase activity | inhibition, % at 5.17 µM | Q8NCG7 | 340,000 compounds, 0.059% hits | HEK293T DAGLB membrane lysate, EnzChek fluorogenic substrate; in the data active = inhibition above about 34%;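 also: 0% = enzyme with vehicle and 100% = wells lacking enzyme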
Keap1 Nrf2 FP = inhibitors of human Keap1-Nrf2 protein-protein interaction | Q14145 | Keap1 Kelch-Nrf2 peptide fluorescence polarization, 1536-well | inhibition, % at 9.4 µM | 340,000 compounds, 0.15% hits; in the data active = inhibition above about 12%; inconclusive = no clear call, values can overlap the other calls; inactive = below about 7.3%;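 also: human Keap1 Kelch domain with fluorescein labeled Nrf2 9mer peptide probe; 0% = neutral control wells and 100% = peptide positive control; higher means more block of Keap1 binding to Nrf2 peptide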
Target sequence (Q14145 whole entry, looked up, the tested form may be a part): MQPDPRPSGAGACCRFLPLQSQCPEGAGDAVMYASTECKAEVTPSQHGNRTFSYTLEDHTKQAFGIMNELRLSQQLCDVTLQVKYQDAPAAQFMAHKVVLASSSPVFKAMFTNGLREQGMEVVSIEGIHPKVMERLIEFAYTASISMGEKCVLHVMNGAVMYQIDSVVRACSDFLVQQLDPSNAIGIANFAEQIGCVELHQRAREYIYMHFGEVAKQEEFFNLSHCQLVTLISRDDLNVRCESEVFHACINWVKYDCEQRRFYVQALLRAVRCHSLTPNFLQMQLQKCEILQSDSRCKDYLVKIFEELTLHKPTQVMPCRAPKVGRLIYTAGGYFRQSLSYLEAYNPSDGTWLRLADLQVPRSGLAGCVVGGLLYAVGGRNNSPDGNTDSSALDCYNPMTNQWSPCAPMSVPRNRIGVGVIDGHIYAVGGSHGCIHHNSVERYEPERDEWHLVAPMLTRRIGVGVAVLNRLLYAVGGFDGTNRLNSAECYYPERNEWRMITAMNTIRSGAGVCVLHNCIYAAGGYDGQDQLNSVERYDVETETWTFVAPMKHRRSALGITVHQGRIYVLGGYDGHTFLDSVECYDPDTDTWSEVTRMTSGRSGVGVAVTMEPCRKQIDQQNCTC
PKA-R2B act = PKA-R2B complex activation. P22694+P31323. PKA-R2B holoenzyme dissociation, Cy5-IP20 fluorescence polarization; R2B truncated from residue 108, S112A mutant; 0% DMSO only, 100% 113 µM cGMP. activation, % at 11.4 µM. 340,000 compounds, 0.079% hits;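 active = activation above a cutoff set at the mean over all compounds plus 3 SD, cut at about 18% in these data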;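 also: higher means more holoenzyme dissociation and a rise in polarization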
RTF Ca sens act = cardiac RTF calcium sensitization. P19429+P45379. IANBD-labeled TnC RTF fluorescence at EC20 calcium; 0% EC20 calcium, 100% full calcium. activation, % at 7.2 µM. 340,000 compounds, 0.24% hits. AID 493008;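 active = activation above the mean over all tested compounds plus 3 SD, cut at about 30% in these data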;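 also: rise in fluorescence read as greater calcium sensitivity of cardiac thin filaments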
CAL PDZ FP-2 = inhibitors of human CAL PDZ peptide binding; Q9HD26; purified CAL PDZ, TMR-peptide fluorescence polarization, 1 h; inhibition, % at 24.9 µM; 300,000 compounds, 0.92% hits; AID 602252;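 active = mean inhibition of at least 30% with at least half of replicates also reaching 30%; inconclusive = no clear call, values can overlap the other calls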;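 also: 0% = DMSO neutral control and 100% = excess unlabeled competitor peptide PRC23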
* marks the source's active call; other numbers are inactive results; ? = inconclusive; . = not tested or not shown.

SMILES	SR-BI DiI-HDL act	Rtt109 HAT inh	LANA DNA inh	Cardiac RTF inh	CAL PDZ FP-1	DAGLB inhibitor	Keap1 Nrf2 FP	PKA-R2B act	RTF Ca sens act	CAL PDZ FP-2
CC(=O)Nc1ccc(NC(=O)CNC(=O)COc2ccccc2)cc1	10	-3	-0.9	-7	-0.7	-2	-6	-4	0	.
COc1ccccc1NC(=O)N1CCn2c(nc3ccccc32)C1	-25	4	0.0	-16	-6.4	2	3	-3	1	.
CCOP(=O)(/C(C#N)=C(/O)c1ccccc1)c1ccccc1 (stereo not given)	10	-2	-0.7	-6	-0.3	10	1	-2	0	123*
COC(=O)c1[nH]c2cc(OC)ccc2c1NC(=O)CCN1CCCC(C)(C)C1	12	5	2.0	-3	.	-2	0	-6	6	-3
O=S(=O)(c1cc(F)ccc1F)N1CCC2(CC1)OCCN2S(=O)(=O)c1cccs1	6	2	-1.6	2	-2.4	-1	0	-2	-6	-2
O=C(CSc1nc2ccccc2c(=O)n1CC1CCCO1)Nc1ccc(F)cc1 (stereo not given)	6	-12	-2.2	10	-1.7	0	-3	5	-3	-3
CCCCCCCCCCOC(=O)NC1CCS(=O)(=O)C1 (stereo not given)	2	-8	1.6	-10	-1.0	2	-4	1	1	-7
COc1ccc(C(=O)Nc2ccc(S(=O)(=O)NC(C)=O)cc2)cc1[N+](=O)[O-]	-32	1	-0.6	-5	-0.8	-1	-4	16	3	-1
O=C(NC(=S)Nc1cc(C(F)(F)F)ccc1N1CCOCC1)c1ccc(-c2cccc(Cl)c2)o1	8	-27	-2.1	-3	-0.6	-3	2	6	1	3
COc1ccc(Cc2nnc(NC(=O)c3ccccc3Cl)s2)cc1OC	11	0	-0.4	-6	.	1	3	-1	2	-8
O=C(C1=COCCO1)N1CCN(c2nc3ccc([N+](=O)[O-])cc3s2)CC1	-15	1	0.3	-24	-1.3	-1	1	-9	-4	0
Cc1nc(CN(C)C(=O)c2cc(COc3c(F)cccc3F)on2)cs1	10	-17	-0.8	-1	-1.2	0	-5	-8	3	-4
CCn1c(SCC(N)=O)nnc1-c1ccc2[nH]c(C)c(C)c2c1	4	6	-0.8	-3	.	5	2	-4	6	0
CC(C)CC(=O)Nc1nnc(SCC(=O)Nc2ccc(F)cc2)s1	13	-1	-2.1	-4	-0.4	2	-5	2	-1	0
CCOC(=O)C1(CCOc2ccccc2)CCN(Cc2cccc(OC)c2)CC1	-4	0	1.2	-5	-1.0	-5	-2	2	0	-6
COc1ccc(/C=C/C(=O)OCC(=O)NC2CCCC2)c(OC)c1	-18	-3	0.6	0	-2.6	-3	0	-3	1	.
CC(c1nc2ccccc2c(=O)[nH]1)N1CCN(C)CC1 (stereo not given)	12	-6	0.5	2	-0.6	-3	0	-6	-1	-2
Cc1ccc(C(=O)C[n+]2ccccc2)cc1	15	-10	-3.0	-8	-0.4	-1	-1	12	1	2
Nc1c([N+](=O)[O-])c(=O)sc2ccccc12	?	1	1.7	.	-1.3	.	-5	.	.	4
O=C(Cn1nc(C(=O)O)c2ccccc2c1=O)Nc1cc(Cl)ccc1-n1cncn1	22	6	-0.5	-16	-2.5	1	-8	4	4	7
CCCCNC(=O)C1CCCN(S(=O)(=O)c2ccc(-n3cnnn3)cc2)C1 (stereo not given)	4	0	0.2	2	.	5	0	-4	2	-8
O=C(CSc1nnc(CNC(=O)c2ccccc2)o1)NCc1ccc2c(c1)OCO2	9	5	-0.6	-3	-0.3	2	-3	0	-4	-3
Cc1cc(C(F)(F)F)c(C#N)c(SCC(=O)Nc2nc3cc(Br)ccc3s2)n1	12	4	-1.0	9	-2.4	2	-2	-8	0	15
CCCCN(C)CCCNC(=O)CCn1nc(-c2ccccc2)ccc1=O	52	-2	-2.0	-19	1.0	-1	-1	1	-3	-2
CCCCOc1ccccc1NC(=O)Cn1c(-c2nonc2N)nc2ccccc21	-17	-3	-1.5	1	-0.8	4	1	2	0	0
CC(=O)C1=C(c2cccc([N+](=O)[O-])c2)N(C(C)=O)n2c(C)nnc2S1	51	28	1.0	1	-1.7	-16	1	5	-7	4
Cc1nnc(NC(=O)c2sc3nc(-c4cccs4)cc(C(F)(F)F)c3c2N)s1	-33	-5	-1.2	-45	1.5	-19	-6	1	23	-1
Cc1ccc(C)c(N2CCN(C(=O)c3ccc(Cl)c(NC4=NC5CS(=O)(=O)CC5S4)c3)CC2)c1 (stereo not given)	-5	14	0.3	1	-2.6	6	2	-4	-4	-7
CC(NC(=O)c1ccccc1F)c1nnc(SCC(=O)NC2=NCCS2)n1C (stereo not given)	20	1	0.4	-4	-1.5	-3	-2	-12	-9	-2
C[C@H](NC(=O)c1nc[nH]c1C(=O)NCc1ccc(CNC(=O)OC(C)(C)C)cc1)C(=O)OC(C)(C)C	-10	5	-1.7	-7	-2.2	-3	-5	-3	-1	-2
Cc1ccc(S(=O)(=O)NC(=O)c2ccccc2C)cc1	.	6	-0.7	-7	-0.9	0	-1	-2	0	14
COc1ccccc1CNC(=O)C(=O)NCCC1CCCCN1S(=O)(=O)c1ccccc1 (stereo not given)	-3	-1	-0.8	9	-1.6	-2	1	2	-6	-5
CN(CC(=O)Nc1cccc(F)c1)C(=O)c1ccc(OCC2CCCO2)cc1 (stereo not given)	-1	-7	1.4	-10	-2.8	-2	-1	4	1	1
COc1ccc(-c2noc(CCC(=O)N3CCN(c4ccccc4F)CC3)n2)cc1	17	11	0.4	-7	-0.9	-1	-3	-9	-6	-5
C=CCOc1ccccc1CN1CCC(n2nccc2NC(=O)c2ccccc2)CC1	-2	5	-1.2	7	-1.9	-5	-1	-4	-1	-2
Cn1c(=O)n(CC(N)=O)c2ccccc21	.	-14	1.8	-14	-0.7	0	1	-1	-1	-1
CCCCOc1ccc(N2CC(C(=O)NCc3ccco3)CC2=O)cc1 (stereo not given)	.	-4	0.1	-12	0.9	-1	1	1	-3	-3
CCn1c(Cc2ccccc2)nnc1SCC(=O)Nc1ccccc1O	-2	21	0.5	3	-1.1	0	3	-5	4	-4
COc1ccc(C(c2nnnn2CCc2ccccc2)N2CCN(C3CCCC3)CC2)cc1 (stereo not given)	17	2	-0.6	-6	.	0	-1	-2	9	3
Cc1ccc(S(=O)(=O)CCC(=O)OCC(=O)N2CC(=O)Nc3ccccc32)cc1	12	6	1.2	0	-0.3	1	-6	4	3	.
CCCn1c(/N=C/c2cc(OC)ccc2O)nc2ccccc21	7	6	1.7	-7	-0.3	0	-4	7	-11	.
CCOc1ccc(-n2c(=O)c3c(C)c(C)sc3n(CC(=O)NCc3ccco3)c2=O)cc1	13	1	1.4	-3	.	-3	2	-5	4	-4
Nc1c(-c2ccccc2)cnn1-c1cccc(C(F)(F)F)c1	-27	-9	2.8	-5	-0.4	-3	1	-2	-1	-1
CCOCCCNC(=O)c1cn(C)c2ccc(S(=O)(=O)N3CCCCC3)cc2c1=O	-3	11	-1.3	-2	-2.7	-5	0	-11	-4	-2
O=c1c([N+](=O)[O-])cccn1Cc1cccc(Br)c1	5	-3	-2.5	-7	0.4	-2	-5	0	7	-6
COc1ccc(-c2nnc(SCC(=O)NCCc3ccccc3)o2)cc1	-11	6	-0.6	-7	-2.7	-1	-7	1	-2	-6
O=C1C=CC(=O)N1c1cccc2cccnc12	19	6	2.3	-2	-0.1	9	-7	1	4	.
COc1ccc2[nH]c(C)c(-c3csc(N)n3)c2c1	-6	-4	-1.7	-22	-0.3	3	-4	1	-2	-1
COC(=O)NCCOc1nc(N(C)C)nc(N(C)C)n1	1	-5	-0.2	-6	-4.1	0	3	-3	-5	18
CCOCCCNC(=O)CSc1nnc(-c2ccc(S(=O)(=O)N3CCCC3)cc2)n1C	10	2	-0.4	8	-0.6	-1	1	0	0	-6
Nc1ccc(C(=O)OCC(=O)c2cccc([N+](=O)[O-])c2)cc1	2	8	0.2	-13	-1.7	0	-5	4	-4	-1
O=C1C2CCCN2C(=O)N1CCCCN1CCN(c2cccc(Cl)c2)CC1 (stereo not given)	7	-7	0.8	-2	-2.2	-2	-8	-3	-2	-1
